Assay outcomes: PubChem BioAssay, several laboratories
XIAP displacement: XIAP antagonists, biochemical, IAP family, fluorescence polarization (AID 1018); XIAP BIR domain, fluorescence polarization peptide displacement; higher % means a stronger effect; 0.007% of 200,000 active; displacement, % at 20 µM, or IC50 in µM where a hit was titrated; in the data active means displacement above about 50%; further: a part of the inactive calls stands beside numbers as strong as those of hits
Dynein cargo inh: dynein cargo transport inhibition. 3617.4 mouse cells, GR-EGFP nuclear translocation imaging; test concentration mostly 20 µM; stimulated with dexamethasone, 1 µM; stronger effect = lower value. AID 1381. 0.47% of 220,000 active. z-score, hits read low;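 active means plate z-score of nuclear minus cytoplasmic receptor signal below a set negative limit, without overly bright fluorescence or cell loss, cut at about -3.5 in these data, passing the limit was not always enough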;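 further: z-score of nuclear minus cytoplasmic ring GR-EGFP intensity difference per well; some compounds called inactive have numbers as strong as hits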
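Buffer or medium – tet-free medium with charcoal-stripped serum · Signal – automated 10x imaging of fixed Hoechst-stained cells · Also added – dexamethasone agonist, 1.0 µM final, for 30 min · Incubation – induction 48 h, compound 1 h, agonist 30 min · Read-out – GR-EGFP nuclear translocation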
Autophagy mod: autophagy modulation, high-content screen; MEF GFP-LC3 puncta imaging; test concentration mostly 10 µM; calls only at 10 µM (by protocol); AID 463193; 0.98% of 190,000 active;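 active means percentage of spot-positive cells more than 3 SD above its plate mean, without a fluorescence outlier flag or 80% toxicity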;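 further: spot-positive cell cutoff set from DMSO-treated cells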
Insulin prom up: MIN6 insulin promoter up-regulation; z-score at 5 µM; MIN6 insulin promoter-GFP reporter, high-content imaging; stronger effect = higher value; 0.3% of 190,000 active;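 active means z-score above 3 at 5 µM with at least 500 cells counted in the well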
WT yeast gro inh: growth inhibition of WT yeast, mitochondrial fusion screen. mitochondrial fusion phenotypic screen, WT strain. inhibition, % at 10 µM. 2.1% of 190,000 active. AID 1362; in the data active means inhibition above about 58%; tested in S. cerevisiae
MT stabilizer: microtubule stabilization, imaging screen; % tubulin-high responders, % at 10 µM; HeLa tubulin immunostaining HCS, 24 h; share of cells brighter than vehicle mean+2SD; 0.83% of 200,000 active;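 active means plate Z-score above 3 for both tubulin-high and condensed-nucleus cell shares, with cell loss under 80%, at 10 µM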;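 further: anti alpha tubulin signal scored within the nucleus-defined area of each cell; some results filed as inactive read as strong as hits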
b-catenin transl: beta-catenin nuclear translocation modulation; AID 1665; 0.3% of 190,000 active; nuclear translocation activity, % at 5 µM; HeLa beta-catenin nuclear translocation, immunofluorescence imaging;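 active means nuclear translocation activity above 50% at 5 µM, with a well cell count of 50 or more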;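 further: per-cell ratio of nuclear to cytoplasmic median beta-catenin stain intensity; plate controls were DMSO negative control for no effect and GSK-3 inhibitor IX positive control for full effect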
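System: HeLa cells, endogenous beta-catenin; compound dosing: 5 µM primary single dose, 0.1% DMSO, 0.02–20 µM confirmation series; incubation: 24 h compound exposure at 37°C, 5% CO2; signal: beta-catenin immunofluorescence imaging with DAPI; evaluation: % activation, nuclear-to-cytoplasmic median beta-catenin signal ratio per cell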
CSM14.1 death rescue: protection against thapsigargin-triggered cell killing – 384-well, CSM14.1, ATP luminescence, primary screen (AID 1222). CSM14.1 thapsigargin-induced death rescue, ATP luminescence; higher % means a stronger effect. one-dose cellular ATP content (survival), % at 20 µM; EC50 in µM for titrated hits. 190,000 tested, under 10 active;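 active means EC50 below 50 µM in the dose-response confirmation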;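 further: death triggered by thapsigargin at about 15 µM added after 2 h compound pretreatment; cell ATP read after overnight thapsigargin exposure of roughly 18 to 22 hours; normalized against plate controls of thapsigargin alone and 5% DMSO vehicle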
Hep lipid drop: hepatic lipid droplet formation modulation. AML12 mouse hepatocytes, oleate lipid droplets, BODIPY imaging. inhibition, % at 6.5 µM. 0.4% of 240,000 active;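 active means lipid droplet intensity inhibited by at least 50%, with more than 500 cells counted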
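Material – mouse AML12 hepatocyte cell line, fixed after treatment · Compound dosing – one dose, 6.5 µM compound · Times – compound with oleate, overnight · Measured by – Image-based BODIPY and DAPI two-channel analysis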
WT yeast gro inh mutant strain: further read-out of WT yeast gro inh, marked with its call; inhibition, %; mitochondrial fusion phenotypic screen, mutant strain inhibition
Dynein cargo inh cytoplasmic EGFP: second read-out of Dynein cargo inh, no call of its own (marks repeat the call); z-score; measured here: cytoplasmic GR-EGFP intensity; stronger effect = higher value
Dynein cargo inh nuclear GR-EGFP: second read-out of Dynein cargo inh, no call of its own (marks repeat the call); z-score; measured here: nuclear GR-EGFP intensity;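 lower value marks the stronger effect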
Dynein cargo inh cell count: also measured in Dynein cargo inh; calls as there; z-score; measured here: cell count per field
Insulin prom up cell count: also measured in Insulin prom up; calls as there; cell count; measured here: cytotoxicity, nuclei count;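 total cells summed across four imaged fields per well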
Hep lipid drop cells 6.5 µM: also measured in Hep lipid drop; calls as there; cell count; measured here: cell count, cytotoxicity flag;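 cells counted across two imaged fields per well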
b-catenin transl cell count 5 µM: second read-out of b-catenin transl, no call of its own (marks repeat the call); cell count; measured here: cell count, cytotoxicity flag
MT stabilizer Hoechst-high %: also measured in MT stabilizer; calls as there; % Hoechst-high responders; measured here: nuclear condensation Hoechst responders;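 share of cells brighter than vehicle mean plus two SD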
MT stabilizer cytotoxicity %: second read-out of MT stabilizer, no call of its own (marks repeat the call); toxicity, %; measured here: cytotoxicity by cell density;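 0% = mean cell density of plate MIN control wells and 100% = no cells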
Autophagy mod cell loss 18 h: also measured in Autophagy mod; calls as there; toxicity, %; measured here: cell loss, nuclei count;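 cell loss after 18 h compound exposure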
* = called active by the depositor; i = inactive; nt = not tested or not shown.

SMILES	XIAP displacement	Dynein cargo inh	Dynein cargo inh cytoplasmic EGFP	Dynein cargo inh nuclear GR-EGFP	Dynein cargo inh cell count	Autophagy mod	Autophagy mod cell loss 18 h	Insulin prom up	Insulin prom up cell count	WT yeast gro inh	WT yeast gro inh mutant strain	MT stabilizer	MT stabilizer Hoechst-high %	MT stabilizer cytotoxicity %	b-catenin transl	b-catenin transl cell count 5 µM	CSM14.1 death rescue	Hep lipid drop	Hep lipid drop cells 6.5 µM
Cc1ccc2nc(-c3cccc(NC(=O)c4ccco4)c3)[nH]c2c1	-5.5%	1.39	-0.263	0.5	0.104	i	-7.4	-1.13	1261	13.1	9.6	4.1	4.4	7.9	-0.7	1091	nt	19.0	700
CCn1cc(SCC(=O)N2CCOCC2)c2ccccc21	-8.6%	0.535	-0.0325	0.413	-1.06	i	-6.4	-1.06	1781	-22.0	4.2	3.5	2.0	7.9	-2.1	1259	nt	10.7	655
COC(=O)C(NS(=O)(=O)c1ccc(C)cc1)c1ccccc1 (stereo not drawn)	-3.6%	0.347	-0.207	0.209	-0.41	i	1.0	0.15	1144	7.7	-0.3	2.7	1.7	1.7	-4.0	1147	0.5%	-11.5	671
O=C(CSCc1ccc(Cl)cc1)Nc1cccc(C(=O)Nc2ccccc2C(=O)O)c1	-6.4%	-0.183	-0.203	-0.489	0.0315	i	-0.8	nt	nt	14.4	22.4	1.2	1.9	11.0	-2.7	1122	-2.2%	1.1	631
COc1ccc(NC2CC(=O)N(C(C)C)C2=O)cc1 (stereo not drawn)	-5.5%	-0.0497	-0.235	-0.108	-0.497	i	-8.3	-0.28	1430	-1.9	5.2	4.7	2.6	5.1	2.8	934	-1.3%	-22.5	668
CC(C(=O)Nc1sc2c(c1C#N)CCCCC2)N1C(=O)c2ccccc2C1=O (stereo not drawn)	-23.9%	-0.772	-0.224	-0.527	0.494	i	13.6	0.09	1188	11.3	19.0	3.3	1.2	8.8	-1.1	564	-4.3%	-25.9	670
COCCNC(=O)CCc1nnc(Cc2ccc(-c3ccccc3)cc2)o1	-2.6%	0.771	-0.248	0.372	-0.0797	i	14.5	0.37	1438	-14.1	-5.4	3.8	2.2	2.7	-1.3	1089	-0.3%	-3.3	677
O=C(c1noc2c1CCc1ccccc1-2)N1CCOCC1	-0.1%	0.379	-0.192	0.967	-0.79	i	4.1	-0.24	1872	14.7	-11.4	1.6	2.9	4.7	-0.9	1043	-2.1%	-7.2	693
COc1ccccc1N1CCN(C(=O)C2CCN(S(=O)(=O)N3CCOCC3)CC2)CC1	0.1%	-0.235	-0.224	0.206	0.502	i	7.8	nt	nt	38.2	-16.3	5.2	1.9	8.5	nt	nt	1.4%	nt	nt
CC1=NN(c2ccccc2)C(=O)/C1=C/c1c(O)n(-c2ccc(F)cc2)[nH]c1=O	-7.8%	-0.724	-0.248	-0.353	1.56	i	18.3	-0.12	1323	21.6	10.8	5.0	2.2	7.0	-2.3	1110	-1.0%	10.6	664
CC(C)(CCO)NC(=S)NC1CC2C=CC1C2 (stereo not drawn)	nt	0.61	-0.237	0.188	-0.185	nt	nt	-0.07	1344	nt	nt	nt	nt	nt	1.7	1013	nt	8.1	687
C=CCNC(=O)CC(C)C(CCCCC)C(=O)O (stereo not drawn)	-2.1%	-0.0605	-0.338	0.0506	0.175	i	-5.0	0.68	1441	4.9	-0.6	4.8	2.9	6.0	-3.4	963	-1.0%	nt	nt
Cc1ccc(C(=O)NCCN2C3=NC[C@H](Cc4ccc(O)cc4)N3C[C@H]2Cc2ccc(O)cc2)cc1Br	nt	0.801	-0.86	0.374	-0.0575	nt	nt	0.08	715	nt	nt	nt	nt	nt	-0.6	1099	nt	-12.5	675
COc1ccc(C2(O)CC3CCC(C2)N3c2cc(C)nc(-c3ccccc3)n2)cc1 (stereo not drawn)	-17.5%	-0.414	-0.329	0.0672	0.31	i	7.2	-1.54	1242	31.2	10.8	9.3	5.2	4.5	3.3	1418	-2.9%	nt	nt
COc1cc(NS(=O)(=O)c2ccc(NC(=S)NC(=O)c3ccco3)cc2)ncn1	-1.0%	-0.795	-0.297	-0.265	0.0073	i	-8.9	0.42	1576	-13.7	-14.4	2.0	2.5	6.1	-1.3	1020	0.9%	-3.4	718
O=C(O)/C=C/C(=O)Nc1ccc(SC(F)(F)F)cc1	-5.7%	-0.036	0.141	0.554	0.439	i	8.2	0.61	1228	-7.3	-11.7	4.2	2.6	7.7	0.8	468	-1.1%	-3.0	761
COc1ccccc1C(=O)COC(=O)c1ccc(N(C)C)cc1	-9.5%	-0.0877	-0.323	0.397	-0.128	i	-2.4	-0.2	1290	-8.0	8.1	7.3	3.2	6.0	-2.4	1109	0.3%	-8.0	656
CC(C)Oc1ccc(NC(=O)CCC(=O)O)cc1	-5.6%	0.34	-0.451	0.228	0.948	i	1.3	0.63	838	2.6	-7.7	2.0	1.6	11.9	-1.1	1200	-0.9%	0.2	821
CO/N=C/C(NC(=O)c1ccc(C(F)(F)F)cc1)C(=O)OC (stereo not drawn)	-4.9%	0.42	-0.258	0.498	-1.83	i	1.2	-0.2	1322	-9.8	8.4	3.8	4.1	6.5	0.4	1132	nt	5.0	713
COc1ccccc1-n1cc([C@@H]2C[C@H]3CN(c4ccccc4)C(=O)[C@]34CCCN24)cn1	-11.2%	-0.523	-0.0182	-0.0907	0.392	i	21.2	0.24	1595	5.4	6.2	7.8	7.0	16.9	-0.2	1523	10.8%	40.4	594
O=C(CNC(=O)c1ccco1)OCC(=O)c1ccccc1Cl	-2.4%	0.726	-0.275	-0.328	0.537	i	-12.8	0.22	1369	-5.6	-17.9	3.9	0.7	8.7	-1.8	1064	1.4%	0.2	728
Cc1onc(-c2c(F)cccc2Cl)c1C(=O)N1CCSCC1	nt	-0.0606	-0.181	0.00912	-0.221	nt	nt	-0.13	1136	nt	nt	nt	nt	nt	1.0	1260	nt	6.1	724
COc1ccc(OC(C)C(=O)NCCC2=CCCCC2)cc1 (stereo not drawn)	-8.2%	1.13	-0.203	0.81	-0.425	i	-7.6	0.47	1415	2.9	-4.2	3.9	2.4	8.7	-0.2	1444	-1.6%	-26.4	654
Oc1ccccc1Nc1nc(NCC2CCCO2)c2ccccc2n1 (stereo not drawn)	-4.7%	-0.97	-0.239	-0.482	1.68	i	-20.2	-0.84	606	-25.6	-11.0	0.9	1.5	5.1	-2.8	914	0.0%	nt	nt
CCN(CCn1cccn1)C(=O)CCc1nnc(CCc2ccccc2OC)o1	-7.1%	-1.2	1.19	-0.191	1.52	i	3.7	nt	nt	-2.5	14.5	1.6	1.7	5.1	-0.7	1106	1.2%	-11.5	681
O=C(Nc1cc([N+](=O)[O-])ccc1Cl)c1ccc2c(c1)OCO2	-2.0%	-1.21	-0.28	-0.454	0.691	i	14.9	0.22	1636	6.9	3.2	2.4	2.4	3.0	-2.5	1106	-1.0%	-20.0	434
Cc1cccc(NC(=S)NC(=O)/C=C/c2ccccc2)n1	-8.6%	2.99	-0.154	2.42	-1.76	i	21.3	0.81	1566	6.5	5.3	3.3	1.0	4.6	-2.7	1012	2.5%	1.5	657
COc1cc(/C=N/NC(=O)c2cccc([N+](=O)[O-])c2)ccc1O	-6.2%	0.231	-0.181	0.405	0.317	i	0.7	-0.84	1294	2.2	18.2	3.0	1.4	12.0	-1.4	1103	-0.6%	4.3	726
CCCCn1nc2cc(C(=O)N[C@H](C)C3CCCCC3)ccc2c1OCC	-3.3%	0.515	-0.155	0.872	-0.361	i	5.5	-0.17	1961	22.4	22.8	3.0	2.2	8.0	1.2	1136	0.6%	6.9	705
COC(C[C@H](O)C[C@H](O)COCc1ccccc1)OC	nt	1.89	-0.718	1.04	-1.1	nt	nt	0.47	798	nt	nt	nt	nt	nt	1.6	1364	nt	1.3	672
O=C(O)c1ccc(S(=O)(=O)c2ccc3c(c2)C(=O)N(NC(=O)c2ccc(O)cc2)C3=O)cc1	-3.9%	-0.429	-0.283	0.332	1.06	i	-1.5	-0.59	1666	0.3	7.5	4.7	2.7	0.7	-3.0	1103	0.1%	-7.0	709
Nc1nc(SCC(=O)Nc2ccc(Cl)cc2)[nH]c(=O)c1-c1ccccc1	-5.1%	0.0891	-0.33	0.257	0.0073	i	4.9	0.25	1151	-3.0	11.7	1.7	3.1	7.4	-0.9	1155	2.3%	2.7	704
COc1ccccc1NS(=O)(=O)c1cccc(C(=O)N/N=C/c2ccc(N3CCOCC3)cc2)c1	-6.6%	-0.309	-0.268	-0.505	0.46	i	0.1	-0.34	1275	-14.5	-12.7	2.2	5.0	11.7	nt	nt	-1.9%	15.1	610
CC(=O)c1c(N)[nH]c(-c2ccccc2)nc1=S	-7.0%	1.29	-0.29	1.04	-0.473	i	-11.2	1.47	1493	-1.7	3.8	5.3	2.8	9.5	0.6	847	0.7%	nt	nt
CCc1nnc(NS(=O)(=O)c2ccc(NC(=O)c3ccccc3C)cc2)s1	-7.0%	-0.104	-0.267	-0.0126	-0.424	i	-32.4	nt	nt	3.2	-1.3	4.1	1.5	1.1	1.1	1085	-2.3%	5.3	744
